RNase H inhibition: RNase H inhibition, HIV 1 Gag Pol polyprotein, FRET biochemical assay, screening (AID 372). HIV-1 RT RNase H, FRET RNA/DNA substrate fluorescence; higher % means a stronger effect. inhibition, % at 10 µM; hits with a dose series show IC50 in µM. 0.77% of 100,000 active; in the data active = inhibition above about 50%
Active calls of the source: *. Only part of the results is shown; rates above refer to the full screens.

The first 2 entries, ahead of the listing:
item	compound	RNase H inhibition
1	O=C(NCc1ccncc1)C(=O)Nc1ccccc1Cl	5%
2	COc1ccc(COC(=O)C2=C(C)NC3=C(C(=O)CCC3)C2c2cccc(OC)c2)cc1 (stereo not drawn)	14%

This part in full, from the start:
item	compound	RNase H inhibition
1	O=C(NCc1ccncc1)C(=O)Nc1ccccc1Cl	5%
2	COc1ccc(COC(=O)C2=C(C)NC3=C(C(=O)CCC3)C2c2cccc(OC)c2)cc1 (stereo not drawn)	14%
3	CC(=O)Nc1ccc(N2C(=O)c3ccc(S(=O)(=O)c4ccc5c(c4)C(=O)N(c4ccc(NC(C)=O)cc4)C5=O)cc3C2=O)cc1	22%
4	Cc1ccc(/C(O)=C2\C(=O)C(=O)N(c3nccs3)C2c2cccs2)cc1 (stereo not drawn)	0%
5	Cc1cc(C)c(S(=O)(=O)N2CCN(c3ccc([N+](=O)[O-])cc3)CC2)c(C)c1	0%
6	O=C(O)/C=C/C(=O)Nc1ccc(-c2ccc(NC(=O)/C=C/C(=O)O)cc2)cc1	11%
7	COc1ccc(OC)c(/C=C2/SC(=S)N(Cc3ccco3)C2=O)c1	45%
8	CCCCOC(=O)Nc1ccc([N+](=O)[O-])cc1	11%
9	Cc1c(C(=O)Oc2ccc(Cl)cc2)cccc1[N+](=O)[O-]	18%
10	CC1=NN(c2ccccc2)C(c2ccc(O)cc2)C1 (stereo not drawn)	11%
11	CCCOc1ccc(N2C(=O)CC(Nc3ccc(Cl)cc3)C2=O)cc1 (stereo not drawn)	10%
12	COc1ccccc1N1C(=O)CC(N2CCN(c3ccccn3)CC2)C1=O (stereo not drawn)	2%
13	COc1ccc(C)cc1NC(=O)c1cc(-c2ccc(C)o2)nc2ccccc12	19%
14	Cc1ccc(S(=O)(=O)N2CCN(S(=O)(=O)c3ccccc3)C2C(C)C)cc1 (stereo not drawn)	10%
15	O=C(c1ccncc1)N1c2ccccc2Sc2ccccc21	11%
16	Cc1cccc(C(=O)NC(Nc2ccccc2Cl)C(Cl)(Cl)Cl)c1 (stereo not drawn)	17%
17	O=c1c2ccccc2nc(SCc2ccc(Cl)cc2)n1-c1ccccc1	13%
18	CCOC(=O)C(C#N)C1(c2ccc(C)cc2)CCOC(C)(CC)C1 (stereo not drawn)	2%
19	Nn1c(N2CCOCC2)nc2ccccc21	6%
20	COc1ccc(-c2csc(-c3ccc(OC)c(OC)c3)n2)cc1	13%
21	COc1ccc(C(=O)Nc2ccc(S(N)(=O)=O)cc2)cc1OC	0%
22	CCc1ccc(NC(Nc2ccc(CC)cc2)=C(S(=O)(=O)CC)S(=O)(=O)CC)cc1	6%
23	C=CCc1ccc(OCCOc2ccc(/C=C3\SC(=S)N(C)C3=O)cc2)c(OC)c1	25%
24	COCCOC(=O)C1=C(C)NC2=C(C(=O)CC(C)(C)C2)C1c1cccs1 (stereo not drawn)	15%
25	NC(=O)c1ccc(NC(=O)COc2ccc3ccccc3c2)cc1	15%
26	CC(=O)c1cccc(N2C(=O)C3CCCCC3C2=O)c1 (stereo not drawn)	0%
27	O=C(Nc1ccc2oc(-c3ccc(F)cc3)nc2c1)c1ccc([N+](=O)[O-])cc1Cl	10%
28	Cc1cc(Br)cc(C)c1NC(=O)c1ccc(-c2cccc(Cl)c2)o1	20%
29	COc1ccc(C(C)=O)c(OC(C)=O)c1	3%
30	C=CCSc1nnc(-c2ccccc2)n1-c1ccccc1	4%

Rewritten with each value named: entries from further up
[18] CCOC(=O)C(C#N)C1(c2ccc(C)cc2)CCOC(C)(CC)C1 (stereo not drawn)
  RNase H inhibition = 2%
[19] Nn1c(N2CCOCC2)nc2ccccc21
  RNase H inhibition = 6%
[20] COc1ccc(-c2csc(-c3ccc(OC)c(OC)c3)n2)cc1
  RNase H inhibition = 13%
[21] COc1ccc(C(=O)Nc2ccc(S(N)(=O)=O)cc2)cc1OC
  RNase H inhibition = 0%

(next part)
item	compound	RNase H inhibition
31	Cc1cccc(C(=O)Nc2cccc(C(=O)Nc3cccc4ccccc34)c2)c1	37%
32	COc1ccc(Cl)cc1C(=O)Nc1ccc(S(=O)(=O)NC(C)=O)cc1	0%
33	OC(COc1ccc(Cl)cc1)CSc1ccccn1 (stereo not drawn)	1%
34	COc1ccc(C=NC2=NN(c3cccc(C(F)(F)F)c3)CC2)cc1	6%
35	CC(=O)Nc1ccccc1C(=O)N1CCN(c2cccc(Cl)c2)CC1	5%
36	CCCOc1cccc(C(=O)Nc2ccc(Br)cc2C(=O)O)c1	0%
37	CCCCOC(=O)c1cccc(NC(=O)c2ccc(Cl)cc2)c1	13%
38	O=C(Nc1cccc([N+](=O)[O-])c1)c1cccnc1	0%
39	COc1ccc(/C(C)=N/N=C(\C)c2ccc(OC)cc2OC)c(OC)c1	5%
40	O=C(Nc1nc2ccccc2s1)c1cccc(Cl)c1Cl	10%
41	COc1ccc(OC)c(NC(=O)c2ccccc2F)c1	2%
42	COc1ccc(C)cc1NC(=O)C(C)Oc1ccc(Cl)cc1Cl (stereo not drawn)	7%
43	COc1cccc(/C=C2/C(=O)NC(=O)N(c3cccc(Br)c3)C2=O)c1O	2%
44	COc1ccc(/C=C/C(=O)c2c(C)[nH]c3ccccc3c2=O)cc1	12%
45	O=C(NCCc1ccccc1)C(=O)Nc1ccc([N+](=O)[O-])cc1	5%
46	Cc1onc(-c2ccccc2)c1C(=O)Nc1ccccc1Oc1ccccc1	15%
47	COc1ccc(Cl)cc1NC(=O)c1ccccc1N(Cc1ccccc1)S(=O)(=O)c1ccc(C)cc1	11%
48	CCCC(=O)Nc1ccc2nn(-c3ccc(F)cc3)nc2c1	3%
49	COc1ccc(CNC(=S)Nc2ccc(C)cc2)cc1	11%
50	COc1cc(C)ccc1OCCCCOc1cccc(Cl)c1	17%
51	COc1ccccc1NC(=O)C(=O)N=Nc1c(O)n(CC(=O)Nc2ccccc2)c2ccccc12	46%
52	COc1ccc(C(=O)/C=C/c2ccc(Cl)c(Cl)c2)cc1OC	14%
53	Fc1cccc(Cl)c1CN1CCOCC1	5%
54	O=C(Nc1ccccc1Cl)c1ccc(-c2ccc(Cl)c(Cl)c2)o1	37%
55	O=C(NCc1cccnc1)C(=O)Nc1cccc(C(F)(F)F)c1	0%
56	COc1ccc(-c2cc(C(=O)Nc3cc(C)on3)c3ccccc3n2)cc1	11%
57	Cc1nnc(SCC(=O)Nc2ccccc2[N+](=O)[O-])[nH]c1=O	4%
58	Cc1ccc(-c2cc(C(=O)N3CCN(C/C=C/c4ccccc4)CC3)c3ccccc3n2)cc1C	14%
59	O=C(NC(=S)Nc1ccccc1)c1cccnc1	5%
60	CCOC(=O)c1ccc2nc(C)c(CC=C(Cl)Cl)c(Cl)c2c1	4%
61	O=C(NCCNC(=O)c1cccnc1)c1cccnc1	7%
62	O=C1S/C(=C/c2ccc(Cl)cc2Cl)C(=O)N1c1ccccc1	10%
63	CCOc1ccc(S(=O)(=O)N(CC(=O)Nc2ccccc2C)c2ccc(C)cc2)cc1	14%
64	Cc1cccc(NC(=O)/C(C#N)=C\c2ccc(-c3ccccc3C(=O)O)o2)c1	4%
65	COc1ccc(N=Cc2c(O)n(-c3ccccc3)c(=O)[nH]c2=O)cc1Cl	4%
66	O=C1C(=O)N(CCO)C(c2cccc([N+](=O)[O-])c2)/C1=C(\O)c1ccccc1 (stereo not drawn)	5%
67	C/C(=N/OCC(=O)Nc1sc2c(c1C#N)CCCC2)c1ccc(Br)cc1	11%
68	Cc1ccc(C2C(C#N)=C(N)SC(N)=C2C#N)s1	13%
69	COc1ccc(CCC(C)N2CCN(c3ccc(C(C)=O)cc3)CC2)cc1 (stereo not drawn)	17%
70	COc1ccc(C(=O)N/C(=C\c2cccc3ccccc23)C(=O)N2CCN(C)CC2)cc1OC	0%
71	Cc1ccc(CSc2nnnn2-c2ccccc2)cc1	13%
72	COc1cccc2cc(C(N)=O)c(=O)oc12	4µM*
73	COc1ccc(-c2ccc(/C=N/n3cnnc3)o2)c([N+](=O)[O-])c1	14%
74	CCOc1cc(C=O)cc(Cl)c1OCc1ccc(Cl)cc1Cl	43%
75	COc1ccc(Nc2nc(-c3ccccc3)c3cc(Cl)ccc3n2)cc1	34%
76	O=c1oc(/C=C/c2ccc([N+](=O)[O-])cc2)nc2ccc(Cl)cc12	20%
77	O=C(N/N=C/c1cc(Br)cc(Br)c1O)c1ccccc1I	12%
78	COc1cc(NC(=O)Cn2nc(C(F)(F)F)c(Cl)c2C)cc(OC)c1OC	3%
79	COc1ccc(/C(N)=N/OC(=O)c2ccc(C)cc2)cc1	0%
80	CCOC(=O)C1=C(C)N=c2s/c(=C\c3ccc([N+](=O)[O-])o3)c(=O)n2C1c1ccc(OC)cc1 (stereo not drawn)	28%
81	O=C1NN(c2ccccc2)C(=O)/C1=C/c1ccc(Br)o1	42%
82	O=[N+]([O-])c1ccc(NN=C2CCCCC2)c([N+](=O)[O-])c1	20%
83	O=c1[nH]c(CN2CCCC3(CCCCC3)C2)nc2c1C1(CCCC1)Cc1ccccc1-2	0%
84	O=C(NCc1ccco1)c1cc(-c2ccccc2)nc2ccccc12	5%
85	COc1cc2c(cc1OC)CN(Cc1ccccc1)CC2	1%
86	COc1ccc(CCNC(=O)CN2C(=O)c3cccc4cccc(c34)C2=O)cc1OC	11%
87	COc1ccc(N(C(C)C(=O)Nc2ccc(Br)cc2)S(C)(=O)=O)cc1 (stereo not drawn)	3%
88	O=C(NCc1cccnc1)c1c(Cl)cccc1Cl	0%
89	O=C(CNC(=O)c1ccc(F)cc1)N=Nc1c(O)n(Cc2ccc3c(c2)OCO3)c2ccccc12	10%
90	O=C(COc1ccc(Cl)cc1Cl)Nc1ccc(S(=O)(=O)Nc2ncccn2)cc1	3%

Pulled one by one from the list above (2):
item	compound	RNase H inhibition
90	O=C(COc1ccc(Cl)cc1Cl)Nc1ccc(S(=O)(=O)Nc2ncccn2)cc1	3%
87	COc1ccc(N(C(C)C(=O)Nc2ccc(Br)cc2)S(C)(=O)=O)cc1 (stereo not drawn)	3%

The results go on.
No.	structure	RNase H inhibition
91	C=CCCCC(=O)Nc1nc2ccc(OCC)cc2s1	15%
92	CC1CCCN(CC(O)COc2ccc(C34CC5CC(CC(C5)C3)C4)cc2)C1 (stereo not drawn)	22%
93	O=C(/C=C/c1cccc([N+](=O)[O-])c1)Nc1cccc(-c2nc3cc(Cl)ccc3o2)c1	20%
94	c1coc(CN2CCN(Cc3ccc4c(c3)OCO4)CC2)c1	11%
95	O=[N+]([O-])c1ccc(/C=N\Nc2ncnc3sc4c(c23)CCCC4)o1	16%
96	Oc1ccccc1Cn1c2ccccc2c2ccccc21	16%
97	Cc1ccc(N(C(=O)Nc2ccccc2)C2C=CS(=O)(=O)C2)cc1C (stereo not drawn)	8%
98	CC1=NN(C(=O)c2ccccc2)C(C)(NN(C)c2ccccc2)C1 (stereo not drawn)	14%
99	O=c1[nH]c(=O)n(Cc2ccccc2)c(O)c1C=NC(CO)(CO)CO	9%
100	Nc1nnc(SCC(=O)Nc2nc(-c3ccccc3)cs2)s1	7%

Down the list, from the results shown.
Compounds 95–98 in RNase H inhibition: 16%, 16%, 8%, 14%

Carrying on:
No.	structure	RNase H inhibition
101	C/C(Nc1ccc(C)cc1)=C(/C#N)C(N)=O	5%
102	Cc1ccc(S(=O)(=O)O/N=C2\CCCc3nonc32)cc1	5%
103	COc1ccc(C(=O)CSc2nnc(Cc3ccccc3)n2-c2ccc(Cl)cc2)cc1	40%
104	O=C1c2ccccc2C(=O)N1c1cccc(-c2csc(Nc3cccc4ccccc34)n2)c1	15%
105	CC(CCC(=O)O)C1CCC2C3CC=C4CC(O)CCC4(C)C3CCC12C (stereo not drawn)	10%
106	COc1ccc(-n2c(=S)[nH]c3sc4c(c3c2=O)CCCCC4)cc1	2%
107	CC(=O)c1ccc(NC(=S)NC(=O)/C=C/c2ccccc2)cc1	22%
108	CC(C)COC(=O)c1ccc(NC(=O)COc2ccc(Cl)cc2Cl)cc1	9%
109	COC(=O)c1ccc(/C=N/NC(=O)CCc2c(C)n[nH]c2C)cc1	8%
110	COc1cc(/C=N/NC(=O)CNC(=O)C(c2ccccc2)c2ccccc2)ccc1O	6%
111	COc1ccc(NC(=S)NC(=O)/C=C/c2ccc(Cl)cc2Cl)cc1	28%
112	Cc1ccccc1C1C(C=O)=C(c2cccs2)Oc2ccccc21 (stereo not drawn)	31%
113	O=C1CCC(=O)N1CC(O)COc1ccc(OCC(O)CN2C(=O)CCC2=O)cc1 (stereo not drawn)	6%
114	COc1ccc(OC)c(NC(=O)C(=O)NNC(=O)c2cccs2)c1	3%
115	Brc1ccc(N=Cc2ccccc2OCc2ccccc2)cc1	0%
116	CCOC(=O)C1=C(C)N=c2s/c(=C\c3ccc(OCc4ccc(Cl)cc4Cl)cc3)c(=O)n2C1c1ccc(N(C)C)cc1 (stereo not drawn)	18%
117	COc1cc(Br)cc(/C=C2/SC(=S)N(CC(=O)O)C2=O)c1O	20%
118	Cc1cc(NC(=O)Nc2cccc(Cl)c2)no1	12%
119	C=CCNC(=O)c1cccc(I)c1	2%
120	CCn1c2ccccc2c2cc(CN3CCCCC3)ccc21	12%
121	Brc1ccc2ncnc(NCCCN3CCOCC3)c2c1	1%
122	COc1ccc(/C=C2/C(=O)NN(c3ccc(I)cc3)C2=O)cc1	2%
123	Cc1ccc(C(=O)NNC(=O)C2CCCO2)cc1 (stereo not drawn)	0%
124	COc1ccc(C(=O)N/N=C/c2ccc(N(C)C)cc2)cc1	8%
125	Clc1ccc(-c2nc(-c3ccc(Br)cc3)no2)c(Cl)c1	14%
126	CCOCCOCC(O)CNc1ccccc1 (stereo not drawn)	0%
127	CS(=O)(=O)N(CC(O)Cn1c2ccccc2c2ccccc21)c1ccc(Br)cc1 (stereo not drawn)	1%
